TIM10 inh = TIM10 yeast growth inhibition | AID 463195 | inhibition, % at 10 µM | 330,000 compounds, 1.4% hits | S. cerevisiae TIM10 strain growth, BacTiter-Glo luminescence, 24 h;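 active means inhibition of 40% or more at the single tested concentration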;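 further: wild-type TIM10 isogenic control strain grown at permissive 25 °C; 0% = DMSO yeast wells and 100% = minimal medium wells without yeast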
tim23-1 inh = tim23-1 yeast growth inhibition; S. cerevisiae tim23-1 growth, BacTiter-Glo luminescence, 24 h; inhibition, % at 20 µM; 330,000 compounds, 1.3% hits;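 active means growth inhibition of the mutant yeast at or above 50%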;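 further: temperature-sensitive mutant grown at 25 °C; plate controls were DMSO-treated mutant yeast for no effect and medium wells lacking yeast for full effect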
UPR XBP1 act = activators of adaptive arm of unfolded protein response (XBP1) | activation, % at 20 µM | 330,000 compounds, 0.33% hits | CHO-XBP1 luciferase reporter, IRE1-XBP1 UPR activation, luminescence; percent of tunicamycin response, DMSO as zero;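 active means versus positive control, 20 µM dose yields 30% or more activation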;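 further: 100% = tunicamycin at 10 µg/mL and 0% = DMSO only wells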
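Material – CHO cell line with stable XBP1 luciferase reporter · Buffer or medium – F12 plus 10% FBS · Compound – single point, 20 µM final compound, 1% DMSO · Schedule – 16-18 h cell attachment at 37 °C, then 6 h compound exposure · Signal – Steady-Glo luminescence read · Benchmarks – high control tunicamycin 10 µg/mL final, low control DMSO vehicle only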
Mdm2-MdmX inh = inhibitors of human Mdm2/MdmX interaction | O15151+Q00987 | SaOS-2 split-luciferase Mdm2/MdmX complementation, luminescence | inhibition, % at 8 µM | 330,000 compounds, 3% hits | AID 485346;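 active means inhibition of at least 50% at 8 µM in the primary screen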
Target sequence (O15151 whole entry, looked up): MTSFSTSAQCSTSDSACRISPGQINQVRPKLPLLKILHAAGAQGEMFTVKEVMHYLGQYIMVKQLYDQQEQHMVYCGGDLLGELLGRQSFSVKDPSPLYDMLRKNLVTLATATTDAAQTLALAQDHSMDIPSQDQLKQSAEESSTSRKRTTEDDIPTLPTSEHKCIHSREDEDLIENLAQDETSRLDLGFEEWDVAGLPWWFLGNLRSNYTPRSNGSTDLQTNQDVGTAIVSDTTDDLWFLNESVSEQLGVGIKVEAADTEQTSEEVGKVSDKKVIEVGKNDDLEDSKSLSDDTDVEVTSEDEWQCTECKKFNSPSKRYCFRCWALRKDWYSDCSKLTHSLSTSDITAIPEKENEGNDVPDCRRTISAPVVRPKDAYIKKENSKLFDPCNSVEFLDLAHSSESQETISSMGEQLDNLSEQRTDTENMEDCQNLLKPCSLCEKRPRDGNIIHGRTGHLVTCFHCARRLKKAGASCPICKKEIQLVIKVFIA
Target sequence (Q00987 whole entry, looked up): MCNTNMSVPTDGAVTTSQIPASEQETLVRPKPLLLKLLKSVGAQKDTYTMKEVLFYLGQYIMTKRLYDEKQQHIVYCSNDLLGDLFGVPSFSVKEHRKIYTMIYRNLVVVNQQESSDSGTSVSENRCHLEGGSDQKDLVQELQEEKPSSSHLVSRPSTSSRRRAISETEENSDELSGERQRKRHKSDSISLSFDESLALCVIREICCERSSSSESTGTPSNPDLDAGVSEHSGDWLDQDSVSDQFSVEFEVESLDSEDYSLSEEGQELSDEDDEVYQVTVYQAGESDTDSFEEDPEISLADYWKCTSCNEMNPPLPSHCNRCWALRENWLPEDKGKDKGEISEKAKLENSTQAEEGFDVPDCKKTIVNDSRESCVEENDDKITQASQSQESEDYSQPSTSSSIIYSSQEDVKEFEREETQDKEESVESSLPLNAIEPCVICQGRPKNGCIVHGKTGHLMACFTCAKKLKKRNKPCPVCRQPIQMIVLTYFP
APJ agonist = APJ receptor agonism; CHO-K1 APJ PathHunter beta-arrestin, luminescence; 0% DMSO wells, 100% apelin; P35414; 330,000 compounds, 0.11% hits; activation, % at 20 µM;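 active means activation more than six SD over the plate average, tested at 20 µM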;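 further: 0% = DMSO alone and 100% = apelin-13 at 10 nM; some results filed as inactive read as strong as hits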
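assay system = CHO-K1 APJ beta-arrestin complementation cell line | input = cell density 1000 per well | dosing = compound 20 µM once, DMSO 1% | timing = compound 90 min 25 °C, reagent 1 h | measured by = luminescence from split beta-galactosidase complementation, Galacton Star/Emerald II substrate | read-out basis = APJ agonist activity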
NALP3 yeast inh = inhibitors of NALP3 inflammasome in yeast; inhibition, % at 10 µM; 330,000 compounds, 0.39% hits; Yeast reconstituted NLRP3/ASC/caspase-1, beta-gal luminescence, 24 h; AID 2825;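 active means inhibition of 50% or more; inactive means inhibition below 50%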;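 further: plate controls were induced DMSO wells for no effect and uninduced yeast grown without galactose for full effect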
UPR CHOP act = apoptotic UPR (CHOP) activation; CHO-CHOP luciferase reporter, luminescence; percent of tunicamycin response over DMSO baseline; activation, % at 10 µM; 330,000 compounds, 0.34% hits; AID 449763;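 active means at 10 µM dose, activation of 40% or more, normalized to positive control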;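 further: 100% = tunicamycin at 10 µg/mL and 0% = DMSO alone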
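System: CHO-CHOP luciferase reporter cell line; amount: 500 cells/well; buffer or medium: F12 medium containing 10% fetal bovine serum; incubation: 6 h compound exposure at 37 °C after overnight seeding; measured by: luciferase luminescence after 10 min with Steady-Glo reagent; evaluation: % reporter activation, DMSO baseline versus tunicamycin full activation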
GRIN3A LBD mod = modulators (binders) of human NR3A ligand-binding domain | NR3A LBD differential scanning fluorimetry, Tm shift; 0% = protein alone, 100% = glycine-bound protein | Tm shift relative to glycine control, % at 25 µM | 340,000 compounds, 2.5% hits | AID 1259313;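 active means melting temperature shift of at least 10% of the positive control shift, at one fixed dose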
tim10-1 inh = tim10-1 yeast growth inhibition. S. cerevisiae tim10-1 ts strain growth, BacTiter-Glo, 24 h. 330,000 compounds, 2.2% hits. inhibition, % at 20 µM;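 active means inhibition of at least 40%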;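 further: mutant grown at 25 °C; 0% = DMSO wells with yeast and 100% = wells holding no yeast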
* marks the source's active call; other numbers are inactive results.

CC(C)C(NC(=O)c1ccccc1)C(=O)OCC(=O)N1CCN(c2ccccc2)CC1 (centres undefined) was read as TIM10 inh 4, tim23-1 inh 6, UPR XBP1 act -3, Mdm2-MdmX inh 3, APJ agonist -2, NALP3 yeast inh 27, UPR CHOP act 0.2, GRIN3A LBD mod 0 and tim10-1 inh -3.
CCOc1ccc2nc(COC(=O)c3ccco3)c(C(C)=O)[n+]([O-])c2c1 was read as TIM10 inh -3, tim23-1 inh -6, UPR XBP1 act 0, Mdm2-MdmX inh -2, APJ agonist 0, NALP3 yeast inh 27, UPR CHOP act -1.8, GRIN3A LBD mod 3 and tim10-1 inh 0.
`COc1ccc(C(CC(=O)O)NC(=O)c2ccccc2)cc1OC` (centres undefined) gave TIM10 inh -18, tim23-1 inh 8, UPR XBP1 act 0, Mdm2-MdmX inh -2, APJ agonist 2, NALP3 yeast inh 13, UPR CHOP act -2.8, GRIN3A LBD mod 1 and tim10-1 inh 13.
For CCCS(=O)(=O)N1CCN(c2cc3c(cc2[N+](=O)[O-])n(C)c(=O)n3C)CC1 the results were TIM10 inh 1, tim23-1 inh 18, UPR XBP1 act -2, Mdm2-MdmX inh 15, APJ agonist -1, NALP3 yeast inh 14, UPR CHOP act -1.8, GRIN3A LBD mod -2 and tim10-1 inh 33.
`CS(=O)(=O)Nc1ccc(C(=O)Nc2ccc(S(=O)(=O)N3CCCC3)cc2)cc1` gave TIM10 inh 8, tim23-1 inh 14, UPR XBP1 act -2, Mdm2-MdmX inh 9, APJ agonist -1, NALP3 yeast inh 19, UPR CHOP act 0.6, GRIN3A LBD mod -18 and tim10-1 inh 25.
Cc1ccccc1NC(=O)CSc1nn2c(=O)c(C)nnc2s1 was read as TIM10 inh -16, tim23-1 inh 10, UPR XBP1 act 2, Mdm2-MdmX inh 15, APJ agonist 1, NALP3 yeast inh 10, UPR CHOP act -0.1, GRIN3A LBD mod 1 and tim10-1 inh 12.
`Cc1ccc(Cn2nnc3c(=O)[nH]c(C4CCN(S(=O)(=O)c5cc(C)ccc5C)CC4)nc32)cc1` gave TIM10 inh 11, tim23-1 inh -2, UPR XBP1 act -9, Mdm2-MdmX inh 34, APJ agonist -1, NALP3 yeast inh 13, UPR CHOP act 0.7, GRIN3A LBD mod -3 and tim10-1 inh 12.
`Cc1ccc(S(=O)(=O)NCC23C=CC(O2)C2C(=O)N(c4ccccc4)C(=O)C23)cc1` (centres undefined) gave TIM10 inh 7, tim23-1 inh -8, UPR XBP1 act -4, Mdm2-MdmX inh 16, APJ agonist -3, NALP3 yeast inh 0, UPR CHOP act 5.5, GRIN3A LBD mod -1 and tim10-1 inh -1.
COCCNC(=O)C(c1ccccc1)N(C(=O)Cn1nnc2ccccc21)c1cccnc1 (centres undefined) was read as TIM10 inh 0, tim23-1 inh 13, UPR XBP1 act -1, Mdm2-MdmX inh 20, APJ agonist 3, NALP3 yeast inh 15, UPR CHOP act 1.7, GRIN3A LBD mod 0 and tim10-1 inh 11.
For O=C1OC(c2ccco2)=N/C1=C\c1ccc(-c2cccc(C(F)(F)F)c2)o1 the results were TIM10 inh 27, tim23-1 inh 29, UPR XBP1 act -1, Mdm2-MdmX inh -5, APJ agonist -4, NALP3 yeast inh 10, UPR CHOP act 0.1, GRIN3A LBD mod 0 and tim10-1 inh 46*.
For COc1ccc(-c2nnc3c4ccccc4c(C)nn23)cc1 the results were TIM10 inh 10, tim23-1 inh 43, UPR XBP1 act 5, Mdm2-MdmX inh -10, APJ agonist 0, NALP3 yeast inh 14, UPR CHOP act 5.0, GRIN3A LBD mod -1 and tim10-1 inh 49*.
Screening CCOCCOC(=O)c1[nH]c2c(c1C)C(=O)CC(c1ccccc1)C2 (centres undefined) returned TIM10 inh 30, tim23-1 inh 19, UPR XBP1 act 16, Mdm2-MdmX inh 50*, APJ agonist -1, NALP3 yeast inh -6, UPR CHOP act 3.4 and tim10-1 inh 14.
Screening CC1(C)CC(=O)C=C(c2ccc(Oc3ccccc3)cc2)C1 returned TIM10 inh 3, tim23-1 inh 40, UPR XBP1 act 2, Mdm2-MdmX inh -88, APJ agonist -1, NALP3 yeast inh 18, UPR CHOP act 5.5, GRIN3A LBD mod -1 and tim10-1 inh 8.
For Cn1cc(CN2CCN(c3cnccn3)CC2)c(-c2cccc(Cl)c2)n1 the results were TIM10 inh -1, tim23-1 inh 12, UPR XBP1 act -2, Mdm2-MdmX inh 8, APJ agonist -1, NALP3 yeast inh 16, UPR CHOP act 0.9, GRIN3A LBD mod 2 and tim10-1 inh 23.
`CCCCN(C(=O)COc1ccc(C)cc1OC)c1c(N)n(CCC)c(=O)[nH]c1=O` gave TIM10 inh -12, tim23-1 inh 20, UPR XBP1 act -1, Mdm2-MdmX inh 4, APJ agonist -2, NALP3 yeast inh 7, UPR CHOP act 3.5, GRIN3A LBD mod 0 and tim10-1 inh 5.
For CCC(=O)Nc1cc2c(cc1C(C)=O)OCCO2 the results were TIM10 inh -10, tim23-1 inh 1, UPR XBP1 act -2, Mdm2-MdmX inh 1, APJ agonist -1, NALP3 yeast inh 9, UPR CHOP act -2.6, GRIN3A LBD mod 1 and tim10-1 inh 10.
Cc1ccn(C)c(=N)c1 was read as TIM10 inh 9, tim23-1 inh 7, UPR XBP1 act -2, Mdm2-MdmX inh -13, APJ agonist -5, NALP3 yeast inh 13, UPR CHOP act 0.9, GRIN3A LBD mod -4 and tim10-1 inh -8.
Screening O=C(Nc1ccc(S(=O)(=O)N2CCc3ccccc32)cc1)c1ccco1 returned TIM10 inh 31, tim23-1 inh 40, UPR XBP1 act 0, Mdm2-MdmX inh 35, APJ agonist 1, NALP3 yeast inh 25, UPR CHOP act -0.7, GRIN3A LBD mod -2 and tim10-1 inh 10.
O=C(/C=C\c1ccc2c(c1)OCO2)NC1(C(=O)Nc2ccc3c(c2)OCCO3)CCCCC1 was read as TIM10 inh -4, tim23-1 inh 8, UPR XBP1 act -3, Mdm2-MdmX inh 31, APJ agonist -1, NALP3 yeast inh -10, UPR CHOP act -0.8, GRIN3A LBD mod -13 and tim10-1 inh 5.
COc1ccc(OC)c(/C=N/NC(=O)CCc2ccc(O)c(O)c2)c1 was read as TIM10 inh 1, tim23-1 inh 1, UPR XBP1 act 16, Mdm2-MdmX inh -20, APJ agonist 1, NALP3 yeast inh 26, UPR CHOP act 9.0, GRIN3A LBD mod 22* and tim10-1 inh 11.

A stretch of the results above, for reference:
CC(C)C(NC(=O)c1ccccc1)C(=O)OCC(=O)N1CCN(c2ccccc2)CC1 (centres undefined) was read as TIM10 inh 4, tim23-1 inh 6, UPR XBP1 act -3, Mdm2-MdmX inh 3, APJ agonist -2, NALP3 yeast inh 27, UPR CHOP act 0.2, GRIN3A LBD mod 0 and tim10-1 inh -3.
CCOc1ccc2nc(COC(=O)c3ccco3)c(C(C)=O)[n+]([O-])c2c1 was read as TIM10 inh -3, tim23-1 inh -6, UPR XBP1 act 0, Mdm2-MdmX inh -2, APJ agonist 0, NALP3 yeast inh 27, UPR CHOP act -1.8, GRIN3A LBD mod 3 and tim10-1 inh 0.
`COc1ccc(C(CC(=O)O)NC(=O)c2ccccc2)cc1OC` (centres undefined) gave TIM10 inh -18, tim23-1 inh 8, UPR XBP1 act 0, Mdm2-MdmX inh -2, APJ agonist 2, NALP3 yeast inh 13, UPR CHOP act -2.8, GRIN3A LBD mod 1 and tim10-1 inh 13.

New compounds follow:
For Cc1[nH]n(-c2ccccc2)c(=O)c1C(c1ccccc1[N+](=O)[O-])C(C#N)C#N (centres undefined) the results were TIM10 inh 31, tim23-1 inh 43, UPR XBP1 act -4, Mdm2-MdmX inh -17, APJ agonist -1, NALP3 yeast inh -27, UPR CHOP act 0.5, GRIN3A LBD mod -1 and tim10-1 inh 44*.
Screening O=C(N/N=C/c1cccc(OCc2ccccc2)c1)c1ccc(Br)o1 returned TIM10 inh 26, tim23-1 inh 48, UPR XBP1 act 1, Mdm2-MdmX inh 12, APJ agonist 12, NALP3 yeast inh 33, UPR CHOP act 5.7, GRIN3A LBD mod -4 and tim10-1 inh 28.
COc1ccc(S(=O)(=O)N2CCC(C)CC2)cc1OC was read as TIM10 inh -4, tim23-1 inh 17, UPR XBP1 act -3, Mdm2-MdmX inh 30, APJ agonist -1, NALP3 yeast inh 7, UPR CHOP act 0.6, GRIN3A LBD mod 2 and tim10-1 inh 16.
CCOc1ccc(NC(=O)c2cc(C3CC3)nc3c2cnn3C(C)C)cc1OC was read as TIM10 inh -8, tim23-1 inh 21, UPR XBP1 act 2, Mdm2-MdmX inh 30, APJ agonist -2, NALP3 yeast inh 31, UPR CHOP act -1.3, GRIN3A LBD mod -5 and tim10-1 inh -12.
`COc1ccc(N=c2sc3ccccc3n2C)cc1` gave TIM10 inh 38, tim23-1 inh 38, UPR XBP1 act 6, Mdm2-MdmX inh -114, APJ agonist -6, NALP3 yeast inh 16, UPR CHOP act 7.1, GRIN3A LBD mod 5 and tim10-1 inh 36.
Screening CCCCCn1ccc(=O)c2c(C(F)(F)F)nccc21 returned TIM10 inh 10, tim23-1 inh -4, UPR XBP1 act -2, Mdm2-MdmX inh 34, APJ agonist -3, NALP3 yeast inh -6, UPR CHOP act -2.1, GRIN3A LBD mod -1 and tim10-1 inh 12.
CN(C)NC(=O)c1ccsc1NC(=O)c1ccc(S(=O)(=O)N(C)C)cc1 was read as TIM10 inh -6, tim23-1 inh -1, UPR XBP1 act -1, Mdm2-MdmX inh -23, APJ agonist 3, NALP3 yeast inh 17, UPR CHOP act 0.1, GRIN3A LBD mod -1 and tim10-1 inh -3.
`CCc1nnc(NC(=O)CSc2nnc(COc3ccccc3)n2Cc2ccccc2)s1` gave TIM10 inh -17, tim23-1 inh -18, UPR XBP1 act 0, Mdm2-MdmX inh -11, APJ agonist -4, NALP3 yeast inh 4, UPR CHOP act -2.4, GRIN3A LBD mod -2 and tim10-1 inh 21.
`Nc1ccc(S(=O)(=O)N2CCOCCOCCOCCOCCOCC2)cc1` gave TIM10 inh -9, tim23-1 inh -1, UPR XBP1 act -2, Mdm2-MdmX inh 24, APJ agonist -3, NALP3 yeast inh 9, UPR CHOP act -1.6, GRIN3A LBD mod 1 and tim10-1 inh 7.
For O=C(COC(=O)c1cc2c(s1)CCC2)Nc1ccc(F)cc1 the results were TIM10 inh 16, tim23-1 inh 9, UPR XBP1 act 1, Mdm2-MdmX inh -28, APJ agonist -3, NALP3 yeast inh 16, UPR CHOP act 0.1, GRIN3A LBD mod -3 and tim10-1 inh 19.
`O=C(c1ccc2c3c(cccc13)CC2)C1CCCN(C(=O)c2ccc(=O)[nH]c2)C1` (centres undefined) gave TIM10 inh 5, tim23-1 inh 16, UPR XBP1 act 0, Mdm2-MdmX inh 13, APJ agonist -1, NALP3 yeast inh -7, UPR CHOP act -1.6, GRIN3A LBD mod 1 and tim10-1 inh 5.
`Cn1c(Cn2c(=O)sc3ccccc32)nnc1SCC(=O)NCc1ccccc1Cl` gave TIM10 inh -5, tim23-1 inh 11, UPR XBP1 act -3, Mdm2-MdmX inh -2, APJ agonist -4, NALP3 yeast inh 8, UPR CHOP act -0.4, GRIN3A LBD mod -2 and tim10-1 inh -1.

Bioassay records (PubChem BioAssay)
